Source: PubChem BioAssay
PLAP inhibition – PLAP enzyme inhibitors, biochemical, luminescence, HTS (AID 690). purified PLAP, luminescent substrate; higher % means a stronger effect. inhibition, % at 20 µM, or IC50 in µM where a hit was titrated. 0.08% of 96,000 active; in the data active means a potency from the dose series; inactive means the rest, 99 in 100 with inhibition below about 30%; further: strong numbers were not always called active
NFkB transloc inh – inhibitors of IL-1B driven NFkB p65 nuclear import, primary screen, imaging, HUVEC, IL-1B stimulus, high-content imaging; HUVEC IL-1B NFkB p65 nuclear translocation imaging; 0.43% of 94,000 active; inhibition, % at 2 µM;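 active means inhibition above about 30% together with a positive call from visual inspection of the well image, limit read from the data; inconclusive means inhibition above a set limit but visual check negative; inactive means inhibition not above a set limit, visual check negative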;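 further: nuclear over cytoplasmic p65 intensity ratio measured by imaging; 0% = IL-1B stimulated DMSO wells and 100% = unstimulated DMSO wells; values of inactives mirror those of a sister screen read the other way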
Bcl-B TR3 displacers – displacers of TR3 peptide from Bcl-B, primary screen, selectivity assay for Bfl-1 inhibitor project, biochemical, fluorescence polarization. FP displacement of FITC-TR3 peptide from Bcl-B; higher % means a stronger effect. displacement, % at 20 µM; hits with a dose series show IC50 in µM. 0.11% of 96,000 active. AID 748, 2007;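 active means displacement above 50% at 20 µM plus a fluorescence interference ratio under 1.5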;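 further: plate controls were wells without compound for no effect and wells lacking Bcl-B protein for full effect; a part of the inactive calls stands beside numbers as strong as those of hits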
IL1B NFkB pot – enhancers of NFkB p65 translocation in HUVEC – imaging, IL-1B stimulus, high-content imaging, primary screen; HUVEC IL-1B NFkB p65 nuclear translocation imaging; activation, % at 2 µM; 0.3% of 94,000 active;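 active means activation above 40%, about the mean plus 3 SD, also judged a hit on visual image review; inconclusive means activation above 40% but not a hit on visual review; inactive means activation not above 40% and no visual hit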;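 further: percent activation is computed from the nuclear over cytoplasmic p65 intensity ratio; values of inactives mirror those of a sister screen read the other way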
MRP reversal – reversal of MRP1-mediated doxorubicin resistance, primary screen, H69AR cells, doxorubicin co-treatment. differential viability (reversal), % at 10 µM. 0.04% of 85,000 active. H69AR cells + 2 uM doxorubicin, CellTiter-Glo, 72 h;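 active means viability drop by adding the cancer drug above about 55%, with treated viability meeting a 40% cutoff, limit read from the data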;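 further: viability without doxorubicin minus viability with 2 µM doxorubicin for each compound; larger differential means the compound sensitizes cells more to doxorubicin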
MRP reversal cytotoxicity – recorded beside MRP reversal, whose call it bears; viability, %; H69AR cells, CellTiter-Glo, 72 h; measured here: cytotoxicity without doxorubicin
MRP reversal with doxorubicin – further read-out of MRP reversal, marked with its call; viability, %; measured here: viability with 2 uM doxorubicin; stronger effect = lower value
NFkB transloc inh cell count 2 µM – further read-out of NFkB transloc inh, marked with its call; cell count; measured here: cells passing quality filter;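 raw number of nuclei counted in each imaged well without normalization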
IL1B NFkB pot cell count 2 µM – recorded beside IL1B NFkB pot, whose call it bears; cell count; measured here: cells passing quality filter
The depositor's hits bear a star; u = inconclusive; x = no result given. These rows are one share of the data; rates above refer to the full screens.

SMILES	PLAP inhibition	NFkB transloc inh	NFkB transloc inh cell count 2 µM	Bcl-B TR3 displacers	IL1B NFkB pot	IL1B NFkB pot cell count 2 µM	MRP reversal	MRP reversal cytotoxicity	MRP reversal with doxorubicin
CN(C)C(=O)c1c(NC(=O)c2ccco2)sc2c1CCCCC2	x	2	143	x	-2	143	3	78	74
Cc1nc2nc[nH]c2cc1Br	46%	x	x	3%	x	x	7	97	90
O=C(O)CC1C(=O)NCCN1CCCc1ccccc1 (configuration not stated)	-1%	0	169	0%	0	169	-12	93	105
COc1ccccc1-n1c(SCC(=O)NC(C)(C)C)nnc1-c1ccco1	x	1	121	x	-1	121	10	98	88
Cc1ccc(S(=O)(=O)c2nc(-c3ccco3)oc2SCC(=O)NCC2CCCO2)cc1 (configuration not stated)	-10%	-7	148	0%	7	148	-4	83	87
Cc1ccc(OCC(=O)N2CCN(C(=O)c3cccnc3)CC2)cc1	x	9	161	x	-9	161	-1	86	87
Clc1ccc(CCNc2nc3ccccc3n3nnnc23)cc1	-10%	5	51	-28%	-5	51	-6	92	98
CCOc1ccc(N2C(=O)CC(N3CCOCC3)C2=O)cc1 (configuration not stated)	-14%	x	x	-6%	x	x	3	93	90
COc1cc2[nH]c(=O)c(C(=O)NCCCN3CCCCC3)c(O)c2cc1OC	-34%	-9	152	11%	9	152	-5	98	103
COc1ccccc1C(=O)NCCc1nc2ccccc2n1C	-6%	x	x	5%	x	x	23	108	85
Cc1cc(C)cc(N(C(=O)Cn2nnc3ccccc32)C(C(=O)NCc2ccco2)c2ccncc2)c1 (configuration not stated)	22%	-7	86	-6%	7	86	-2	92	94
NS(=O)(=O)c1ccc(CCNC(=O)C2CCCCC2)cc1	16%	2	151	-4%	-2	151	-7	98	106
CCOC(=O)c1cnc2cc(-c3ccc(C)cc3)nn2c1-c1ccccc1	-2%	-12	86	14%	12	86	-1	93	93
Cc1c(C#N)c2ncnc(N)c2n1-c1ccccc1	2%	-1	188	-1%	1	188	-14	59	74
O=C(/C=N/O)Nc1cccnc1	x	4	107	x	-4	107	-16	64	79
CC1(C(=O)NC(=S)N(CCC#N)c2ccccc2)CC1(Cl)Cl (configuration not stated)	-5%	-1	128	6%	1	128	x	x	x
CN(C)c1ccc(N/C=C/C(=O)c2ccc(F)cc2)cc1	20%	-13	112	-32%	13	112	-26	35	60
Cc1c(C(=O)N2CCN(Cc3ccccc3)CC2)sc2ncnc(N3CCOCC3)c12	-54%	x	x	-6%	x	x	-8	96	105
O=C(CCn1c(=O)oc2ccccc21)NCc1ccc2c(c1)OCO2	3%	x	x	5%	x	x	-7	83	91
CCc1ccc2c(c1)/C(=N/N(C)C(=S)NC)C(=O)N2	9%	-2	108	6%	2	108	x	x	x
COc1ccc2[nH]c3nc(SCC(=O)NNC(=O)c4ccc(OC)c(OC)c4)nnc3c2c1	-10%	8	114	-1%	-8	114	x	x	x
O=c1c2c(-c3ccco3)csc2nc(SCc2cn3cccnc3n2)n1-c1ccccc1	-56%	-11	117	-8%	11	117	19	78	60
CC(C)OP(=O)(c1ccc(N(C)C)cc1)C(O)c1ccccc1 (configuration not stated)	11%	8	178	-8%	-8	178	6	83	76
CCCc1cc(-c2nc(-c3ccc(Cl)cc3)cs2)ccn1	-6%	x	x	0%	x	x	x	x	x
CCCS(=O)(=O)N1CCC(C(=O)NC2CCC(C)CC2)CC1 (configuration not stated)	-4%	11	120	8%	-11	120	18	111	93
SMILES	PLAP inhibition	NFkB transloc inh	NFkB transloc inh cell count 2 µM	Bcl-B TR3 displacers	IL1B NFkB pot	IL1B NFkB pot cell count 2 µM	MRP reversal	MRP reversal cytotoxicity	MRP reversal with doxorubicin
N#CC1=C(N)C(C#N)(C#N)C(c2cccnc2)C2CN(C(=O)OCc3ccccc3)CC=C12 (configuration not stated)	x	10	118	x	-10	118	-6	11	17
COc1ccccc1C1C(C#N)=C(N)Oc2cc(C)n(Cc3ccccn3)c(=O)c21 (configuration not stated)	-3%	-8	62	18%	8	62	12	95	83
C(=N\n1cnnc1)/c1ccc(OCc2ccccc2)cc1	21%	x	x	-11%	x	x	5	86	80
CCCCCCCCn1c(N2CCN(c3cccc(Cl)c3)CC2)nc2c1c(=O)[nH]c(=O)n2C	-71%	-29	180	1%	29	180	-12	49	61
CC1(C)CC(=O)C2=C(C1)OC(N)=C(C#N)C2c1ccc(OC(=O)N2CCOCC2)cc1 (configuration not stated)	-28%	7	135	-7%	-7	135	7	81	74
Cc1ccc(-c2nc3cc(Cl)ccc3o2)cc1	8%	2	134	-2%	-3	134	-29	54	84
CCN(CC)CCN1C(=O)C(=O)/C(=C(/O)c2c(C)[nH]c(C(=O)OC)c2C)C1c1ccccc1 (configuration not stated)	-7%	x	x	-6%	x	x	x	x	x
COc1ccc(C)cc1S(=O)(=O)Nc1cc(Cl)ccc1Cl	x	11	116	x	-11	116	3	83	80
COc1cccc(N2CCN(C(=S)NCCc3ccccc3)CC2)c1	4%	-6	130	-2%	6	130	x	x	x
Cc1ccc(S(=O)(=O)N2CCN(C(=O)CSc3nnc(C)c(=O)[nH]3)CC2)cc1	-61%	5	142	1%	-5	142	-3	79	82
CC(=C1C2C=CC1C1C(=O)NC(=O)C21)c1ccccc1 (configuration not stated)	2%	-16	117	2%	16	117	-8	81	89
Nc1nonc1NC(=O)CSc1nc2ccccc2s1	8%	2	73	-6%	-3	73	4	95	91
COC(=O)Cn1cnc2c(nnn2-c2ccc(C)cc2)c1=O	11%	-13	161	0%	13	161	1	94	92
CC(=O)N1CCC2(CC1)C(C#N)=C(N)Oc1n[nH]c(C(F)(F)F)c12	x	-3	130	x	3	130	13	97	85
O=C(c1ccc2c3c(cccc13)CC2)N1CCOCC1	-10%	10	149	-10%	-9	149	14	103	90
Cc1ccc(CS(=O)(=O)CCC(=O)NCCC(C)C)cc1	5%	-6	157	5%	6	157	-5	100	105
COCCNS(=O)(=O)c1ccc(OCC(=O)OC)c(Cl)c1	12%	4	114	-6%	-4	114	12	103	91
O=C1CSC(=NC2CCCCC2)N1	2%	-23	71	-14%	23	71	-12	63	75
O=C(Cn1nc(C(F)(F)F)c2c1CCC2)Nc1ccccc1C(F)(F)F	x	4	123	x	-5	123	4	96	92
CCc1c(O)nc(SC2CC(=O)N(c3ccccc3)C2=O)[nH]c1=O (configuration not stated)	13%	-7	177	3%	7	177	17	107	91
COCCN(C(=O)c1ccco1)c1nnc(-c2ccc(OC)c(OC)c2)s1	x	16	65	x	-16	65	17	98	81
Cc1c(C=O)cnn1CCC(=O)O	x	0	116	x	0	116	7	97	90
CCN(CC)C(=O)CSc1nc2ccccc2c(=O)n1-c1ccccc1OC	-59%	-29	134	-1%	29	134	-12	76	88
Cc1ccc2nc(NC(=O)CSc3nc4ccccc4o3)sc2c1	-27%	-10	184	-124%	10	184	7	97	90
CCc1ccc(N2CC(C(=O)NCc3ccco3)CC2=O)cc1 (configuration not stated)	x	-23	131	x	23	131	-3	90	93
SMILES	PLAP inhibition	NFkB transloc inh	NFkB transloc inh cell count 2 µM	Bcl-B TR3 displacers	IL1B NFkB pot	IL1B NFkB pot cell count 2 µM	MRP reversal	MRP reversal cytotoxicity	MRP reversal with doxorubicin
CCN(c1ccc(NC(=O)CSc2nnc3nc(C)cc(C)n23)cc1)C(C)C	-56%	-20	168	7%	20	168	-5	92	97
Nc1nc(-c2cccnc2)nn1C(=O)COc1ccccc1	16%	-18	116	-7%	18	116	-10	83	93
CC(C)(C)n1nc2c(c1NC(=O)c1cccs1)CS(=O)C2 (configuration not stated)	-2%	7	148	-5%	-7	148	0	95	95
CC(Sc1nnc(Cc2cccs2)n1C1CCCCC1)C(=O)NCc1ccco1 (configuration not stated)	-72%	-15	148	6%	15	148	21	88	67
Cc1noc(NS(=O)(=O)c2ccc(N/C=C/C(=O)c3ccc4c(c3)OCO4)cc2)c1C	-1%	-60	193	-30%	u	x	x	x	x
COc1ccccc1NC(=O)Cc1cccs1	25%	-2	111	-6%	2	111	24	103	79
CCOC(=O)/N=C(/NC(=O)Nc1ccc(C(=O)OCC)cc1)OC	16%	-6	155	-13%	5	155	5	85	80
CCn1c(SCC(=O)NCCc2ccccc2)nc2c(c1=O)SC(C)C2 (configuration not stated)	-26%	9	176	3%	-9	176	0	82	82
O=C(CS(=O)(=O)Cc1ccccc1)Nc1ncccn1	15%	-8	106	-8%	8	106	3	104	102
N#Cc1c(NC(=O)C2CC(c3ccccc3Cl)=NO2)sc2c1CCC2 (configuration not stated)	-5%	6	112	2%	-6	112	x	x	x
CCOC(=O)c1sc(=S)n(-c2cccc(OC)c2)c1N	12%	-1	136	-6%	1	136	9	97	89
Cc1n[nH]c(=O)nc1NCC1CCCO1 (configuration not stated)	2%	0	138	-4%	0	138	10	96	86
COC(=O)c1c(C)[nH]c(C(=O)C(C)Sc2nnc(-c3cc(OC)c(OC)c(OC)c3)o2)c1C (configuration not stated)	-37%	-17	189	-3%	17	189	-9	67	76
COc1ccc(-n2nc([N+](=O)[O-])c(=NCCc3ccc(Cl)cc3)n2O)cc1	-1%	-7	99	-1%	7	99	x	x	x
Cc1ccc(SCCC(=O)NCC2CCCO2)cc1 (configuration not stated)	13%	13	111	-2%	-13	111	-7	102	108
O=C(NCCN=C1NS(=O)(=O)c2ccccc21)c1ccncc1	7%	-8	74	3%	8	74	7	91	84
O=C1OCCC1Sc1nc2cc(Cl)ccc2s1 (configuration not stated)	-22%	x	x	-3%	x	x	-3	86	89
CCCCNCCCOc1cccc(Cl)c1Cl	24%	x	x	-9%	x	x	12	65	53
CC1CC(C)CN(Cc2nc(N)nc(Nc3ccccc3)n2)C1 (configuration not stated)	-4%	0	169	1%	0	169	2	77	75
O=C(O)c1cc(S(=O)(=O)NCC2CCCO2)ccc1Cl (configuration not stated)	8%	5	171	-1%	-5	171	2	95	94
CCS(=O)(=O)N1CCN(C(=O)c2cc(OC)cc(OC)c2)CC1	11%	6	94	3%	-6	94	-6	95	101
CCc1nnc(NC(=O)Cc2ccc(OCc3c(C)noc3C)cc2)s1	-4%	1	88	-10%	-1	88	-11	89	101
O=C(CSCc1cnn(-c2ccccc2)c1-n1cccc1)NCc1ccc2c(c1)OCO2	x	9	72	x	-9	72	11	92	81
Cc1oc(-c2ccccc2F)nc1CN1CCC(C(=O)NCCC2=CCCCC2)CC1	-78%	-4	124	-7%	4	124	2	81	79
CCOc1cccc2c1OC1(C)CC2NC(=O)N1c1ccc(OC)cc1 (configuration not stated)	-9%	-26	151	0%	26	151	x	x	x
CC(=O)c1sc(NC(=O)C2COc3ccccc3O2)nc1C (configuration not stated)	x	5	70	x	-5	70	4	87	83
CSc1nc(N(C)NC(=O)c2ccccc2)c2ccccc2n1	3%	14	106	-1%	-14	106	x	x	x
